Assay outcomes (PubChem BioAssay)
ASM inhibitor: Inhibitors of Secretory Acid Sphingomyelinase (S-ASM): qHTS; placental ASM, HMU-PC fluorogenic substrate, 60 min; AID 504937, 2011; hit rate 0.006% among 340,000; Potency, µM (series often up to 57.5 µM), without a hit: at the top dose activity change, negative = inhibition, hits mostly inhibitors; note: potency is the fitted concentration of half-maximal effect
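Human placenta-derived ASM preincubated with compound 10 min at room temperature, then reacted with 9 uM (final) fluorogenic HMU-PC substrate for 60 min at 37 C. Stop solution raises pH to 10; fluorescence read at Ex 386/Em 447 nm.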
MBNL1 CUG block: qHTS Assay for Inhibitors of MBNL1-poly(CUG) RNA binding. Muscleblind-like protein 1 (Homo sapiens), Q9NR56. TR-FRET MBNL1-His/biotin-(CUG)12 binding, 665/545 ratio. Potency, µM (top dose mostly 57.5 µM), inactives show top-dose activity change, negative = inhibition, most hits filed as inhibitors. hit rate 0.036% among 280,000; active = well fitted inhibition curve with a large enough effect in the signal ratio, with a control signal flat, not every such curve was filed as active; inconclusive = small, poorly fitted or top-dose-only effect, or effect the other way, or a change in a side signal; inactive = no such curve, though single readings can be large or run the other way; the % refers to the signal ratio; note: potency is the fitted concentration of half-maximal effect; % is set by controls: 0 for no effect and ±100 for the full control effect
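Ratiometric TR-FRET (665 over 545 nm, excitation 340 nm) tracks disruption of MBNL1-His/biotin-(CUG)12 complex after 60 min at room temperature, with compounds at 92 nM to 58 uM final.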
GALK inh: qHTS Assay for Inhibitors of Human Galactokinase (GALK). P51570. Purified GALK, Kinase-Glo residual ATP luminescence. Potency, µM (top dose mostly 57.5 µM), inactives show top-dose activity change, negative = inhibition, actives largely listed as inhibitors. hit rate 0.007% among 270,000; note: potency is the fitted concentration of half-maximal effect; % is set by controls: 0 for no effect and ±100 for the full control effect
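Galactose (100 uM) and ATP (35 uM) were turned over by 5 nM GALK for 1 h at RT. Kinase-Glo Plus then converted the remaining ATP into a luminescent signal.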
TRPV1 agonist: HTS Assay for Compounds that Act as Agonists of the Vanilloid Receptor 1; TRPV1-expressing cells, Fluo-8 calcium influx, agonist mode; activation, % at 8.33 µM; hit rate 0.19% among 320,000; AID 540275, 2011; in the data active = activation above about 80%; inconclusive = between about 30% and that limit; note: 0% is about no effect
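TRPV1-expressing cells were cultured overnight at 35.5C and loaded with Fluo-8 calcium dye for 40 to 90 min at room temperature. After a 10 s baseline, compound was added and calcium influx was read kinetically for 3 min (ex 480/em 520 nm).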
A-T KAP1 phos: qHTS Assay for Identifying a Potential Treatment of Ataxia-Telangiectasia; Potency, µM (series often up to 57.5 µM), for the others: at the highest dose activation, usual class: activators; […] A-T fibroblasts, KAP-1 phosphorylation AlphaLISA; neocarzinostatin DNA damage 30 min before lysis; hit rate 0.19% among 320,000; AID 485349, 2010; note: potency is the fitted concentration of half-maximal effect; % of control where 0% means no effect; nearly all actives have a fitted effect of over 45% in size
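hTERT-immortalized A-T patient fibroblasts ([…]), 500 cells/well in OPTI-MEM, 1% FBS, got compounds for 60 min, then NCS for 30 min at 37C. Lysates were then assayed for phospho-KAP-1 by AlphaLISA (anti-pKAP1 donor, anti-KAP1 acceptor beads), 6 hr at 25C.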
Coupling enz: qHTS Assay for Inhibitors of Fructose-1,6-bisphosphate Aldolase from Giardia Lamblia: Coupling assay counterscreen; coupling enzyme system counterscreen, AmpLite Red fluorescence; activity change, negative = inhibition, % at 58.2 µM, hits read low; hit rate 0.67% among 290,000; AID 2472, 2010; in the data active = activity change below about -30%; note: % is set by controls: 0 for no effect and ±100 for the full control effect
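Counterscreen of the coupled detection system alone, without aldolase: glyceraldehyde-3-phosphate coupling enzymes plus AmpLite Red readout. Compounds at 57.5 uM final, 10 min RT preincubation, 20 min RT reaction, fluorescence 525/598 nm.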
KCNH2 3.1 block: qHTS for Inhibitors of KCHN2 3.1: Mutant qHTS; U2OS KCNH2 3.1, thallium flux FluxOr; active compounds read low; activity change, % (tested at about 1.8 µM); hit rate 0.95% among 340,000; AID 720553, 2013;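 active = maximum activity change below -70%; inconclusive = maximum activity change from -70% to -50%; inactive = maximum activity change above -50%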;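 note: thallium influx rate constant from kinetic fluorescence after stimulation buffer; % is set by controls: 0 for no effect and ±100 for the full control effect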
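U2OS cells transduced with KCNH2 3.1 mutant virus (1.77 x 10^8 /mL, 4 h), plated overnight at 37 C, loaded 45 min with FluxOr dye plus Red40 quencher. Thallium flux rate constant from kinetic reads after stimulation buffer, normalised to controls.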
KCNH2 WT inh: qHTS for Inhibitors of KCHN2 3.1: Wildtype qHTS; AID 720551, 2013; U2OS, BacMam KCNH2, thallium flux FluxOr; active compounds read low; hit rate 0.37% among 340,000; activity change, % at 1.84 µM;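 active = maximum activity change below -70%; inconclusive = maximum activity change between -70% and -50%; inactive = maximum activity change above -50%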; note: % is set by controls: 0 for no effect and ±100 for the full control effect
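U2OS cells were transduced with wild-type KCNH2 virus (2.03 x 10^8 / mL) for 4 h at room temperature, then cultured overnight at 37 C. Thallium flux was read with FluxOr dye. Rate constants were normalized to DMSO controls.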
a7 integrin act: qHTS for Activators of Integrin-Mediated Alleviation for Muscular Dystrophy; Potency, µM (titrated, usually from 38.3 µM), without a hit: at the top dose activation, usual class: activators; alpha7betagal myoblasts, beta-gal FDG fluorescence, 48 h; hit rate 0.064% among 350,000; AID 624291, 2012;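 note: potency is the fitted concentration of half-maximal effect; 100% = response of the positive control SU9516; nearly all actives have a fitted effect of over 60% in size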
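Alpha7betagal+/- myoblasts (passage 13) were plated 16-24 hr, then exposed to compounds (1:260 dilution of DMSO stock) for 48 hours at 37C. After MPER lysis, β-galactosidase reporter activity was read as FDG fluorescence (ex 480/em 540) after 30 minutes.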
CXXC DNA block: qHTS Fluorescence Polarization Assay for Inhibitors of MLL CXXC domain - DNA interaction; Potency, µM (series often up to 115 µM), for inactives: at the top dose activity change, negative = inhibition, actives largely listed as inhibitors; MLL-CXXC / FITC-HOXA9 DNA fluorescence polarization; hit rate 0.037% among 290,000; active = well fitted inhibition curve with a large enough effect in the polarisation, with a control signal flat, not every such curve was filed as active; inconclusive = small, poorly fitted or top-dose-only effect, or effect the other way, or a change in a side signal; inactive = no such curve, though single readings can be large or run the other way; the % refers to the polarisation; note: potency is the fitted concentration of half-maximal effect
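Fluorescence polarization: 7 uM MLL-CXXC (stock) preincubated 5 min with compounds, then 50 nM fluorescein-HOX-A9 DNA (stock) added; 30 min ambient. Buffer 50 mM Tris-HCl pH 7.5, 50 mM NaCl, 1 mM DTT, 0.05% BSA.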
Numbers without * were called inactive; ? = inconclusive; . = not tested or not shown; & = joins results of further samples; [ ] = dose if it differs, or a comment. Unless noted, calls come from the whole dose curve; as a rule, active = well fitted curve in the direction sought with a large enough effect; inconclusive = small, poorly fitted or top-dose-only effect, or another doubt; inactive = no such curve, though single readings can be large; an effect the other way counts as inactive or inconclusive.

SMILES | ASM inhibitor | MBNL1 CUG block | GALK inh | TRPV1 agonist | A-T KAP1 phos | Coupling enz | KCNH2 3.1 block | KCNH2 WT inh | a7 integrin act | CXXC DNA block
Cc1cc(O)c(C(C)C)cc1N=Cc1ccccc1O | -11% | 4% | -2% | 2 | -4% | -51* | -47 | 14 | -23% | 64%[activator]
COc1cccc(NC(=O)C2CC(=O)n3cnnc3S2)c1 (configuration not stated) | 0% | -1% | 0% | -2 | 1% | -2 | -17 | 3 | 32% | -4%
COc1ccc(-c2noc(COc3ccc(C)c(C)c3)n2)cc1OC | -13% | 2% | 0% | -2 | 1% | -4 | 2 | 3 | -27% | -1%
CC(C)NC(=O)c1onc(CSc2ccc(Cl)cc2)c1C(=O)NC(C)C | -2% | -2% | -1% | ? | 6% | -4 | . | . | -14% | -2%
CC(=NNc1ccc([N+](=O)[O-])cn1)c1ccccc1 | 2% | . | . | . | . | . | -18 | -21 | 34% | .
CCCOC(=O)C1=C(C)NC2=C(C(=O)CCC2)C1c1cc(OC)ccc1OC (configuration not stated) | 240%[activator] | 5% | -2% | -2 | 2% | 2 | -6 | -10 | ? | -7%
Cc1cc(C(=O)NN=Cc2ccc(OC(=O)c3ccco3)cc2)c(C)o1 | -11% | . | . | . | 10% | . | . | -16 | 8% | .
NC(=O)c1ccccc1NC(=O)CCc1ccccc1 | 1% | 0% | 4% | ? | 2% | -5 | 3 | 6 | -3%[7.66 µM] | 2%
CC(=O)C[C@@H](O)CC(=O)[C@@H]1OC(=O)CCCCC/C=C/Cc2ccccc21 | 1% | . | . | . | 21% | . | 2 | 0 | -14% | .
Cc1ccc(N2C(=O)SC(Cc3ccccc3)C2=O)cc1 (configuration not stated) | 1% | -9% | 9% | 8 | -14% | 8 | -3 | -14 | ? | 7%
CCOC(=O)Nc1ccc2c(c1)N(C(=O)OCCN(C)C)c1ccccc1CC2 | 9%&1% | 10%&-2% | 0%&1% | -2&3 | 8%&4% | 1&-2 | 2&-18 | 14&21 | -4%&3% | 22%&-10%
COc1cc2c(cc1OC)CN(C(=O)CCN1C(=O)C3CCCCC3C1=O)CC2 (configuration not stated) | 6% | -6% | -1% | 1 | 1% | -1 | 25 | 1 | 11% | 0%
COc1ccc(OCC(=O)Nc2ccc(S(=O)(=O)N3CCCCCC3)cc2)cc1 | -1% | -1% | -1% | 2 | 10% | 3 | -19 | -7 | 2% | -5%
O=C(Cc1ccc(S(=O)(=O)N2CCOCC2)s1)OCc1ccc(Cl)cc1 | 2% | . | . | 8 | 3% | . | -6 | -1 | -33% | .
Nc1c(S(=O)(=O)c2cc(Cl)ccc2Cl)c2nc3ccccc3nc2n1CCN1CCOCC1 | 200%[activator] | 10% | -3% | 14 | 4% | -2 | -6 | -19 | -17%[7.66 µM] | 7%
CC(=O)c1ccc(N2CC(C)(C)C2=O)cc1 | -3% | . | 11% | -2 | 1% | 6 | -10 | -1 | 15% | -2%
COc1ccc(CCNC(=O)CSc2nnc(-c3cccc(C)c3)o2)cc1OC | -2% | 5% | 1% | 2 | 8% | 13 | 5 | 2 | -17% | -9%
O=C(CN1CCN(C(=O)c2ccco2)CC1)Nc1cccc(S(=O)(=O)N2CCCC2)c1 | 1% | . | . | 0 | 3% | . | 3 | -2 | -1% | .
Cc1onc(C(N)=O)c1C(=O)Nc1ncc(C(F)(F)F)cc1Cl | 0% | 4% | -2% | -2 | 1% | 1 | -8 | -3 | 6% | 1%
COc1cc(C(=O)N2CCN(S(=O)(=O)c3ccc(C)cc3)CC2)ccc1OCC(=O)N1CCOCC1 | 0% | . | . | . | . | . | -4 | 2 | -31% | .
COc1cccc(-c2onc3ccc(C(C)=O)cc23)c1 | 87%[activator] | ? | 0% | 4 | -12% | -2 | 8 | 4 | -22% | 10%
Cc1ccc(CSc2nnc(-c3ccncc3)n2N)cc1 | 0% | -6% | 0% | -6 | -4% | 0 | 1 | -2 | 2% | -4%
Cc1ccc(NC(=O)COC(=O)Cn2c(C)csc2=O)cc1C | -1% | 3% | -4% | -6 | 2% | -1 | 12 | -6 | 30%[7.66 µM] | -6%
Brc1cccc(CNc2nc3ccccc3n2CCN2CCCCC2)c1 | 1% | -18% | -4% | ? | 3% | -2 | 6 | -2 | 6% | 0%
CCN1CCN(C(c2ccc(C(F)(F)F)cc2)c2ccc3cccnc3c2O)CC1 (configuration not stated) | -2% | 11% | -1% | 9 | ? | 1 | -10 | 0 | ? | ?
OC(COCc1ccco1)CN1CCN(c2ccccc2)CC1 (configuration not stated) | -1% | -4% | 0% | 1 | -6% | 1 | -5 | 7 | -8% | -2%
S=c1[nH]nc(-c2ccccn2)n1/N=C/c1ccc(-c2ccccc2Br)o1 | -14% | . | 2% | 3 | -6% | 3 | 3 | -13 | 4% | ?
CC(=O)c1cc(C#N)c(SCc2ccncc2)nc1C | -1% | ? | 3% | 7 | 5% | 3 | 20 | 2 | 3% | 2%
Cc1cc(C(=O)CSc2nnc(N)s2)c(C)n1Cc1ccco1 | 1% | 0% | -1% | 16 | 0% | -3 | 3 | 3 | -2% | 12%
COc1ccccc1NC(=O)NC1(C(=O)N2CCCCC2)CCCCC1 | 6% | -1% | 1% | -1 | -7% | -2 | -13 | 12 | 0% | 7%
O=C(Nc1ccccc1)c1nnn(Cc2ccccc2)c1NC(=O)C(F)(F)F | 15% | 1% | -1% | 11 | . | 12 | 9 | 2 | 10% | -6%
COC(C/C=C\C(=O)[C@H](C)OCc1ccccc1)OC | 8% | . | . | . | . | . | 53 | 2 | -5% | .
Cc1cccc(CSc2nc(N)c(C#N)c(-c3cccs3)c2C#N)c1 | -10% | 12% | -2% | 2 | 1% | -4 | . | -6 | -37% | 16%
O=C(NCc1ccncc1)c1ccc(OCc2ccccc2)cc1 | 0% | . | . | . | . | . | 5 | 1 | 12% | .
Cc1c(Cl)c([N+](=O)[O-])nn1CCCC(=O)Nc1sc2c(c1C#N)CCC2 | -8% | 10% | 1% | -1 | 0% | -1 | -24 | 16 | -31% | 10%
CC(C)C[C@H]1CNC(=O)C(=O)N1CC1CCN(CCC(C)(C)C)CC1 | -3% | . | . | . | . | . | 11 | 3 | 7% | .
COc1ccc(C(=O)COC(=O)[C@H](C)Nc2ccc(C(F)(F)F)cc2[N+](=O)[O-])cc1 | -13% | -1% | 0% | -2 | -2% | -9 | -8 | 14 | 8% | 4%
Cc1ccc(NC(=S)NCCN(C2CCCCC2)C2CCCC2)cc1 | 3% | -9% | 2% | 21 | 3% | 0 | -73* | 1 | -58%[inhibitor] | 9%
CCn1c(SCC(=O)Nc2ccc(C(C)=O)cc2)nnc1C1CC1 | -8% | -2% | 0% | -4 | 2% | -1 | -2 | 2 | 9% | -2%
C=CCn1c(Cc2cccs2)nnc1SCC(=O)Nc1ccc(C(=O)OCC)cc1 | -1% | 4% | 2% | -3 | 8% | 1 | 15 | 20 | -15% | 10%
O=C(c1ccccc1)c1cc2ccccc2oc1=O | 2% | ? | . | 0 | 15% | 0 | -10 | 18 | 13% | -7%
Cc1c(N(C)C(=O)c2ccc3c(c2)OCO3)c(=O)n(-c2ccccc2)n1C | -3% | 9% | -2% | -1 | . | 1 | 7 | -25 | -9% | 18%
O=[N+]([O-])c1cccc(C=Nc2cc3c(cc2Br)OCCO3)c1 | 10% | ? | -1% | -5 | -3% | -1 | -8 | 1 | 0% | 0%
O=C(NCc1ccncc1)/C(=N/O)c1ccccc1 | 0% | 4% | -1% | -5 | 3% | -1 | 2 | -1 | 17% | -8%
COc1cccc(NC(=O)C2CCCN(c3ncnc4c3nc3n4CCCCC3)C2)c1 (configuration not stated) | -4% | -6% | -1% | ? | 1% | 0 | -5 | 3 | -9% | -7%

Rewritten as labelled records: two of the compounds above
Compound: O=C(c1ccccc1)c1cc2ccccc2oc1=O
- ASM inhibitor: 2%
- MBNL1 CUG block: ?
- GALK inh: .
- TRPV1 agonist: 0
- A-T KAP1 phos: 15%
- Coupling enz: 0
- KCNH2 3.1 block: -10
- KCNH2 WT inh: 18
- a7 integrin act: 13%
- CXXC DNA block: -7%

Compound: Cc1c(N(C)C(=O)c2ccc3c(c2)OCO3)c(=O)n(-c2ccccc2)n1C
- ASM inhibitor: -3%
- MBNL1 CUG block: 9%
- GALK inh: -2%
- TRPV1 agonist: -1
- A-T KAP1 phos: .
- Coupling enz: 1
- KCNH2 3.1 block: 7
- KCNH2 WT inh: -25
- a7 integrin act: -9%
- CXXC DNA block: 18%
